E-sel TNF inh: E-selectin induction blockers in HUVEC – imaging, immunofluorescence, high content, primary screen | HUVEC TNFa-induced E-selectin immunofluorescence | inhibition, % at 2 µM | 0.71% of 120,000 active | AID 1246, 2008;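 active = inhibition above the batch mean plus 3 SD, and confirmed as a hit on visual image review, cut at about 43% in these data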;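 note: 0% = TNF-stimulated DMSO wells and 100% = unstimulated control wells; not every result past the cut was called active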
Phagocytosis inh: inhibitors of macrophage phagocytosis, primary screen, imaging, J774A.1 cells, IgG beads. J774A.1 macrophage IgG-bead phagocytosis. inhibition, % at 5 µM. 0.07% of 110,000 active. AID 1029, 2008;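 active = inhibition above the mean of the plate negative controls plus 5 SD, cut at about 13% in these data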;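 note: phagocytic index as fraction of beads internalized from green versus red external bead signal; plate controls were DMSO negative control for no effect and cytochalasin-D positive control for full effect; some results beyond the cut were filed as inactive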
Yeast lifespan up: compounds extending yeast replicative lifespan, primary screen, S. cerevisiae, OD615 | S. cerevisiae growth with nicotinamide; deaD strain in restrictive glucose medium | 0.68% of 130,000 active | inhibition of the nicotinamide effect, % at 10 µM;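 active = inhibition above a set limit, placed 3 SD over the median of all compounds, cut at about 26% in these data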;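 note: 0% = nicotinamide-treated wells and 100% = cells grown without nicotinamide; some compounds called inactive have numbers as strong as hits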
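Assay system: engineered S. cerevisiae DeaD replicative-lifespan strain, galactose-grown log-phase cells; Buffer or medium: CSMM-D glucose medium, restrictive; Probe or stimulus: nicotinamide 1.5 mM; Compound: single dose 10 µM compound, 0.25% DMSO; Schedule: 4 h preincubation then 48 h treatment at 30 °C; Technique: OD615 measurement.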
MRP1 act: H69AR viability gain despite doxorubicin, primary screen, MRP-1 activator project, H69AR cells, CellTiter-Glo. viability increase, % at 10 µM. viability rescue. 0.61% of 140,000 active;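 active = viability gain under doxorubicin at or above a set limit, the compound median plus 3 SD, cut at about 4.7% in these data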;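 note: MRP-1 overexpressing cells given doxorubicin 25 µM after compound pretreatment; 18-22 h compound pretreatment then 72 h with doxorubicin before readout; 0% = doxorubicin-only wells and 100% = vehicle-treated cells without doxorubicin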
HCT116 PTEN-null: growth suppression of PTEN-null HCT116, primary screen, cell-based, CellTiter-Glo | HCT116 PTEN-null viability, 60 h; stronger effect = lower value | viability, % at 10 µM | 1.2% of 140,000 active | AID 827, 2007;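 active = viability at or below a set limit, 4 SD under the median of all tested compounds, cut at about 3.7% in these data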;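 note: PTEN knockout HCT116 line with beta catenin targeted HCT116 as companion control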
Yeast growth inh: growth inhibitors of yeast BB579 in restrictive medium, primary screen, yeast lifespan-shortening project, S. cerevisiae; inhibition, % at 10 µM; OD615, 48 h; 0.51% of 140,000 active;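 active = inhibition above a set limit, 3 SD over the mean compound inhibition, cut at about 44% in these data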; note: inactives centre near -24
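Test system: DeaD yeast strain BB579 / Buffer or medium: restrictive glucose-based CSMM-D medium / Doses: single 10 µM dose / Schedule: 4 h cell preincubation, 48 h compound exposure, 30 °C humidified / Technique: culture absorbance at 615 nm / Controls: amphotericin B positive control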
Measles CPE: compounds protecting cells from measles virus cytopathic effect, primary screen, measles RdRp inhibitor project, single point, MLSMR library, absorbance; protection (pct of control), % at 4 µM; AID 841, 2007; 1.5% of 140,000 active; Measles virus-infected cells, CPE protection; in the data active = protection mostly above about 24%, no sharp cut-off; inactive = mostly below about 26%; note: some compounds called inactive have numbers as strong as hits
bCat KO growth: primary screen for growth suppressors in beta-catenin knockout HCT116 cells (colon tumor, human); viability, % at 10 µM; AID 818, 2007; 1.5% of 140,000 active; HCT116 beta-catenin knockout viability, CellTiter-Glo, 60 h; stronger effect = lower value;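 active = viability at or under a set limit, the compound median less 4 SD, cut at about 6% in these data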;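 note: 0% = Hyamine 1622 control at 20 µM and 100% = untreated cell control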
GALR2 blocker: GALR2 antagonists in receptor-expressing cells, primary screen; antagonist mode; inhibition, % at 4 µM; 0.39% of 140,000 active; AID 828, 2007; in the data active = inhibition above about 27%;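 note: cells stimulated with galanin 1-16 at roughly its EC80; 0% = agonist challenge control and 100% = basal control without agonist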
Target sequence (O43603 whole entry, looked up): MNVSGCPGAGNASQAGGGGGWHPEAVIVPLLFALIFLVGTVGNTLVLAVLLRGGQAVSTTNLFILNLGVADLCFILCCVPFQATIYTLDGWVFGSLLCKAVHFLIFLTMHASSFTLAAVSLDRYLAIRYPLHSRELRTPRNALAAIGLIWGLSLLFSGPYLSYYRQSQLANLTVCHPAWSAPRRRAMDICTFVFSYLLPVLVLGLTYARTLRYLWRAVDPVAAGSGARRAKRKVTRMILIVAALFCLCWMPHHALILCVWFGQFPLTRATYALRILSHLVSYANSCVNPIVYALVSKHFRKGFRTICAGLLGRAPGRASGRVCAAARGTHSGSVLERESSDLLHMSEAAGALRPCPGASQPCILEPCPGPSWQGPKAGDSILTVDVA
NPY Y2 blocker: NPY-Y2 receptor antagonists, primary screen, cell-based | Neuropeptide Y receptor type 2 (Homo sapiens), P49146 | NPY-Y2 expressing cells, antagonist mode | inhibition, % at 2.7 µM | 0.99% of 140,000 active; in the data active = inhibition above about 17%;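 note: 0% = vehicle with agonist challenge and 100% = reference antagonist with challenge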
Target sequence (P49146 whole entry, looked up): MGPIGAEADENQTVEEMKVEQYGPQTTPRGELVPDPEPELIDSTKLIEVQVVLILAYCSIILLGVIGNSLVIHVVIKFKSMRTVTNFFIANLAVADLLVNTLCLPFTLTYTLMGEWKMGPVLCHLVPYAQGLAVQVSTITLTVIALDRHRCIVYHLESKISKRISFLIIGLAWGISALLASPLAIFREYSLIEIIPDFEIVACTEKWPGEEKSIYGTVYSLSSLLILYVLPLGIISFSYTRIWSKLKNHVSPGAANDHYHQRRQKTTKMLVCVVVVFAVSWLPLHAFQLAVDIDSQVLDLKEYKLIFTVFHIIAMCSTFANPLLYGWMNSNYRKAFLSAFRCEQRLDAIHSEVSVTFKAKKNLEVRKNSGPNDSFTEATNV
* = called active by the depositor; . = not tested or not shown; & = joins results of further samples. Some of the compounds tested (hit frequency here may not be typical).

1: CC(C)N(CCC(C(N)=O)(c1ccccc1)c1ccccn1)C(C)C (stereo not drawn)
2: CCCCn1c(O)c(C(CC)=NCCN2CCCCC2)c(=O)[nH]c1=O
3: COc1ccccc1N=C1SCCCN1C
4: N=C1c2ccccc2CN1NC(=O)c1ccccc1
5: COc1ccc(-c2cc(=Nc3ccccc3)c3cc(C)ccc3o2)cc1
6: O=c1[nH]c(=O)n(Cc2ccco2)c(O)c1C=NCc1ccco1

Compound	1	2	3	4	5	6
E-sel TNF inh	.	.	9	6	.	7
Phagocytosis inh	.	-1	.	-5	-4	0
Yeast lifespan up	4	-18	-3	7	-8	-7
MRP1 act	-1.5	-0.3	-0.3	-2.6	-0.1	-3.2
HCT116 PTEN-null	91	98	86	96	94	90
Yeast growth inh	-13	-1	-39	-47	-26	3
Measles CPE	3	19	17	12	13	24
bCat KO growth	99	99	101	86	88	82
GALR2 blocker	6	-4	7	9	-10	13
NPY Y2 blocker	1	2	1	1	2	0

Quoted from the listing.
`N=C1c2ccccc2CN1NC(=O)c1ccccc1` in E-sel TNF inh is listed with 6
`CC(C)N(CCC(C(N)=O)(c1ccccc1)c1ccccn1)C(C)C` (stereo not drawn) in NPY Y2 blocker is listed with 1

(continued)
7: O=C(c1cc(C(=O)NCc2ccccc2)c(=O)n(Cc2ccccc2)c1)c1cc(Cl)ccc1O
8: Cc1nn(Cc2ccccc2Cl)c(Cl)c1C(=O)OCC(=O)NCc1ccco1
9: O=C(C1CCCO1)N1CCC2(CC1)OCCO2 (stereo not drawn)
10: CN1CC=C2C(C#N)=C(N)C(C#N)(C#N)C(c3ccncc3)C2C1 (stereo not drawn)
11: COc1cc(C)c(CN2CCN(c3ccccc3)CC2)cc1C
12: COCCOC(=O)C1=C(N)OC(C)=C(C(=O)OC)C12C(=O)Nc1ccccc12 (stereo not drawn)

Compound	7	8	9	10	11	12
E-sel TNF inh	.	-6	-4	-30	.	8
Phagocytosis inh	-6	1	0	0	2	0
Yeast lifespan up	9	-25	-9	15	-8	-14
MRP1 act	-3.9	-0.7	-1.0	-2.2	-0.7	-4.5
HCT116 PTEN-null	46	76	105	96	78	93
Yeast growth inh	-26	-46	-16	-28	-2	-17
Measles CPE	5	7	6	45*	0	13
bCat KO growth	59	78	91	86	72	94
GALR2 blocker	-9	-1	-15	-4	6	-11
NPY Y2 blocker	1	11	1	1	5	-3

13: Cn1cc(C(=O)c2ccccc2)c2ccccc21
14: CCC1(CCCC(=O)c2ccc(F)cc2)C(=O)NC(=S)NC1=O
15: CCOC(=O)C1C(=O)N(C)C2(C)CC1c1cc(OC)ccc1O2 (stereo not drawn)
16: Fc1ccc(CCNCc2ccc(Br)cc2)cc1
17: CCC(=NCCN1CCCCC1)c1c(O)n(C)c(=O)n(C)c1=O
18: CC(N=Cc1c(O)[nH]c(=O)[nH]c1=O)c1ccccc1 (stereo not drawn)

Compound	13	14	15	16	17	18
E-sel TNF inh	4	-2	-2	.	2	11
Phagocytosis inh	0	-2	-5	-7	-1	0
Yeast lifespan up	-6	5	-15	1	-4	-22
MRP1 act	-2.4	-1.9	-3.5	-1.6	-0.2	-1.5
HCT116 PTEN-null	97	101	82	90	75	89
Yeast growth inh	-10	-19	1	-25	-10	-41
Measles CPE	12	16	42	6	8	8
bCat KO growth	89	89	84	87	82	93
GALR2 blocker	4	5	11	4	3	-6
NPY Y2 blocker	1	1	2	8	-1	-1

19: Cc1cc(C)cc(-n2c(O)c(C=Nc3ccc(N4CCOCC4)cc3)c(=O)[nH]c2=S)c1
20: OC(Cn1c2ccccc2c2ccccc21)C[n+]1ccccc1 (stereo not drawn)
21: CCCCCCn1c(O)c(C=NCCN2CCCCC2)c(=O)[nH]c1=O
22: Cc1cccc(N2C(=O)NC(=O)/C(=C/c3ccc([N+](=O)[O-])o3)C2=O)c1
23: O=C(Cc1ccccc1)Oc1ccc(N2C(=O)CCC2=O)cc1
24: Cc1cc(N2C(=O)C3CCCN3C2c2cccc(Cl)c2)no1 (stereo not drawn)

Compound	19	20	21	22	23	24
E-sel TNF inh	.	-12	-20	.	-8	-7
Phagocytosis inh	-1	.	-1	-7	1	.
Yeast lifespan up	-2	2	-11	-3	-3	-3
MRP1 act	-1.9	-2.3	1.3	-1.2	1.4	-1.6
HCT116 PTEN-null	98	81	101	88	114	90
Yeast growth inh	-37	-34	-25	2	-78	-7
Measles CPE	3	6	3	.	23	7
bCat KO growth	103	84	105	86	112	93
GALR2 blocker	10	-5	-2	7	-26	3
NPY Y2 blocker	2	2	1	1	0	2

25: CN(C)CCN=Cc1c(O)n(-c2cccc(C(F)(F)F)c2)c(=O)[nH]c1=O
26: O=P(Nc1c(Cl)cccc1Cl)(c1ccccc1)c1nc2c(s1)CCCC2 (stereo not drawn)
27: CP(=O)(O)CCCN
28: CCC(C)NC(=O)c1c(N)n(CCCOC)c2nc3ccccc3nc12 (stereo not drawn)
29: CCCCc1nc(N2CCNCC2)c(C#N)c2c1CSC(C)(C)C2
30: CCCCn1c(O)c(C(C)=Nc2ccc(C(=O)O)cc2)c(=O)[nH]c1=O

Compound	25	26	27	28	29	30
E-sel TNF inh	.	-6	-4	9	-18	7
Phagocytosis inh	2	.	0	-1	0	0
Yeast lifespan up	-9	7	-2	-29	-15	-4
MRP1 act	-0.8	-1.4	-0.8	-4.1	-6.7	-0.3
HCT116 PTEN-null	106	87	94	11	1.9*	97
Yeast growth inh	-57	-36	-14	-31	-59	-12
Measles CPE	19	4	5	5	3	1
bCat KO growth	106	82	91	24	1.7*	100
GALR2 blocker	12	-2	1	-9	7	-3
NPY Y2 blocker	2	3	-1	7	8	2

31: CN1CCN(C(=O)COc2ccc(C(C)(C)C)cc2Br)CC1
32: O=C(C1CCC(=O)N1Cc1ccccc1Cl)N1CCC2(CC1)OCCO2 (stereo not drawn)
33: CCC(=NCc1ccc2c(c1)OCO2)c1c(O)n(C2CCCCC2)c(=O)[nH]c1=O
34: O=C(NC(c1ccc(Cl)cc1)P(=O)(Oc1ccccc1)Oc1ccccc1)OCc1ccccc1 (stereo not drawn)
35: O=Cc1cn(CCCOc2ccccc2)c2ccccc12
36: CC12CCC3C(CC=C4CC(O)CCC43C)C1C/C(=C\c1ccccc1F)C2=O (stereo not drawn)

Compound	31	32	33	34	35	36
E-sel TNF inh	9	2	0	4	.	58
Phagocytosis inh	-1	-2	-1	.	-4	-3
Yeast lifespan up	-3	-6	-5	.	-4	2
MRP1 act	-1.1	-2.0	-1.1	-2.6	0.1	-4.9
HCT116 PTEN-null	89	92	62	70	77	57
Yeast growth inh	-41	-22	-37	-25	6	-42
Measles CPE	12	4	21	5	29	15
bCat KO growth	97	80	54	63	87	57
GALR2 blocker	-11	-13	-16	-9	-2	-22
NPY Y2 blocker	3	2	2	1	0	5

37: O=c1cccc2n1CC1CC2CN(Cc2cccc(Cl)c2Cl)C1 (stereo not drawn)
38: CN1CCN(c2ccc(S(C)(=O)=O)cc2[N+](=O)[O-])CC1
39: Cc1c(/C=N/O)c2ccccc2n1C
40: O=c1c2ccccc2[nH]c(=S)n1-c1ccc2c(c1)OCO2
41: CCC(C(=O)N1CCC2(CC1)OCCO2)c1ccccc1 (stereo not drawn)
42: COC(=O)OCC12CCC(O1)C1(C)C(=O)OCC21 (stereo not drawn)

Compound	37	38	39	40	41	42
E-sel TNF inh	-11	-6	-4	-31	7	.
Phagocytosis inh	0	.	.	-1	.	-4
Yeast lifespan up	-5	7	.	-16	-6	8
MRP1 act	-3.5	-1.3	-1.2	-1.2	-2.2	1.6
HCT116 PTEN-null	74	101	106	79	90	100
Yeast growth inh	-17	-22	-16	-32	-12	1
Measles CPE	43*	24	7	3	15	6
bCat KO growth	72	99	99	91	80	105
GALR2 blocker	1	1	3	10	8	-1
NPY Y2 blocker	8	2	3	0	1	1

Along the list, from the results shown.
GALR2 blocker for nos. 37–42, in order: 1, 1, 3, 10, 8, -1

(listing goes on)
43: CC(C(=O)c1c[nH]c2ccccc12)N1CCSCC1 (stereo not drawn)
44: CCC(=O)N1N=C2C3CCN(CC3)C2C1c1ccc(C)cc1 (stereo not drawn)
45: O=C(CSC1c2ccccc2-c2ccccc21)N/N=C/c1ccccc1
46: [N-]=[N+]=CC(=O)OC[C@H](N)C(=O)O
47: CC(=O)C1=C(C)OC(N)=C(C(=O)OC(C)C)C12C(=O)Nc1ccccc12 (stereo not drawn)
48: CCCN(CC#CCO)CCC

Compound	43	44	45	46	47	48
E-sel TNF inh	.	-5	22	.	-10	-10
Phagocytosis inh	.	.	-2	.	0	.
Yeast lifespan up	-28	2	-9	6	-5	-3
MRP1 act	-2.8	-1.5	-1.3	-1.0	-3.4	-1.3
HCT116 PTEN-null	97	93	90	102	92	102
Yeast growth inh	-19	-27	-48	-35	7	-46
Measles CPE	8	5	4	29	3	10
bCat KO growth	101	93	96	100	97	98
GALR2 blocker	14	-3	-3	5	-10	-12
NPY Y2 blocker	0	1	9	-1	0	2

49: CCOc1ccc(N=Cc2c(O)n(C(C)(C)C)c(=O)[nH]c2=O)cc1
50: Nc1ccccc1C(=O)OC1CSC1
51: Cc1sc2c(c1C)C(c1ccc(C(C)(C)C)cc1)=NCC(=O)N2CC(=O)Nc1nccs1
52: N#CCCn1cc(C(=O)Nc2ccccc2Cl)c(-c2ccc([N+](=O)[O-])cc2)n1
53: CN1C[C@H](CNC(=O)OCc2ccccc2)C[C@@H]2c3cccc4c3c(cn4C)C[C@H]21
54: Cc1nc2ncnn2c(C)c1CCC(=O)N1CCC2(CC1)OCCO2
55: Cn1nc(-c2ccc(OCC(=O)N3CCN(Cc4ccccc4)CC3)cc2)c2ccccc2c1=O
56: CCN1CCN(c2ccc([N+](=O)[O-])cc2C=C2C(=O)NC(=O)NC2=O)CC1
57: COc1ccc2[nH]c(C)c(CCN3CCC(=O)C(C)C3C)c2c1 (stereo not drawn)

Compound	49	50	51	52	53	54	55	56	57
E-sel TNF inh	-32	5	-5	.	.	-18	2&-24	.	.
Phagocytosis inh	.	-1	.	-5	.	-1	.	1	0
Yeast lifespan up	-12	-9	-5	0	7	-4	-17&-9	-3	-3
MRP1 act	-0.9	-1.1	-3.3	-3.0	-4.1	0.9	-1.9&-2.2	-3.5	-2.7
HCT116 PTEN-null	85	88	27	73	41	109	46&40	87	88
Yeast growth inh	-43	-24	-64	-24	-37	-2	-39&-42	2	-8
Measles CPE	22	20	54*	4	3	8	18&7	3	12
bCat KO growth	79	101	60	79	32	108	46&20	90	90
GALR2 blocker	9	-4	-18	-16	4	-2	6&16	4	-5
NPY Y2 blocker	2	1	5	0	18*	-2	2&5	4	3
